Gli-Sufu antag: antagonists of Gli-Sufu signaling. Sufu-KO-LIGHT fibroblasts, Gli luciferase reporter luminescence. inhibition, % at 5 µM. actives 0.74% (n = 340,000);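 active = inhibition above about 55%, limit read from the data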;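 also: 0% = DMSO-treated cells and 100% = wells with medium but no cells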
EBI2 antag: antagonists of human EBI2 receptor; P32249; EBI2 beta-arrestin recruitment, luminescence, 7a,25-OHC stimulated; inhibition, % at 5 µM; actives 0.81% (n = 360,000); in the data active = inhibition above about 38%;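 also: enzyme fragment complementation signal reports receptor beta-arrestin coupling in cells; 0% = agonist plus DMSO wells and 100% = wells without agonist; some results beyond the cut were filed as inactive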
Jurkat NFkB inh: lowers PMA/ionomycin-induced NF-kB signal in Jurkat cells | inhibition, % at 4 µM | PMA/ionomycin-induced NF-kB luciferase reporter, luminescence | actives 0.53% (n = 330,000); in the data active = inhibition above about 50%
UBC13 polyUb: inhibitors of human UBC13 polyubiquitin chain formation; P61088; TR-FRET; inhibition, % at 20 µM; actives 0.47% (n = 330,000); AID 485273; in the data active = inhibition above about 45%, passing the limit was not always enough
Target sequence (P61088 whole entry, looked up): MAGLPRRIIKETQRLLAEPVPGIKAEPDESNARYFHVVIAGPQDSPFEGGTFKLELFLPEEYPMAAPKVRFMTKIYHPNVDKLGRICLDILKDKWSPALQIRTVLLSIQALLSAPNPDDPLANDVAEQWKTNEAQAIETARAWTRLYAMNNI
697 NFkB inh: inhibitors of the PMA/ionomycin-induced NF-kB reporter in 697 B cells; 697 B-cell NF-kB luciferase reporter, 16 h; inhibition, % at 4 µM; actives 0.33% (n = 330,000); AID 435022; in the data active = inhibition above about 35%
CCR6 antag: blocks CCL20-driven beta-arrestin recruitment at human CCR6; CHO-K1 CCR6 PathHunter beta-arrestin, luminescence, CCL20-stimulated; inhibition, % at 20 µM; AID 493098; P51684; actives 0.49% (n = 340,000);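 active = compounds whose inhibition of the agonist-driven luminescence signal at 20 µM reaches about 50%, limit read from the data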;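 also: cells stimulated with CCL20 at 14 nM final; plate controls were DMSO with CCL20 for no effect and DMSO without agonist for full effect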
Target sequence (P51684 whole entry, looked up): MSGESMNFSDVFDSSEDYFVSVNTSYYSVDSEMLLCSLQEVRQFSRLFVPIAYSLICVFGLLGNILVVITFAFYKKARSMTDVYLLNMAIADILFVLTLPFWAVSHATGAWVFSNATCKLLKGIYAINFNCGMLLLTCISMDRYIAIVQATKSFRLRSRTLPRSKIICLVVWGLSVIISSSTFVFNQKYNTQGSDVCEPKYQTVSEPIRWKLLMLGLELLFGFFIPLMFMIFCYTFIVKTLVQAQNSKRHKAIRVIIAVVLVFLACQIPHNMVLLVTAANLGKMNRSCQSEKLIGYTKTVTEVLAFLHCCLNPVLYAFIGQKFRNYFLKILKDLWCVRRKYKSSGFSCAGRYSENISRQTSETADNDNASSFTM
APJ antagonist: blocks the human apelin receptor APJ; CHO-K1 APJ beta-arrestin complementation, luminescence; inhibition, % at 20 µM; P35414; actives 0.32% (n = 330,000);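 active = inhibition above about 40% at 20 µM, limit read from the data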;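 also: cells challenged with 10 nM apelin-13 agonist together with compound; plate controls were apelin-13 plus DMSO wells for no effect and DMSO wells lacking apelin-13 for full effect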
CXCR6 inh: inhibitors of human CXCR6 receptor | O00574 | CHO-K1 PathHunter CXCR6 beta-arrestin, luminescence | inhibition, % at 20 µM | actives 0.36% (n = 360,000); in the data active = inhibition above about 34%, passing the limit was not always enough;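 also: antagonist mode with CXCL16 agonist at 10 nM final; 0% = 10 nM CXCL16 with DMSO and 100% = unstimulated wells without agonist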
Target sequence (O00574 whole entry, looked up): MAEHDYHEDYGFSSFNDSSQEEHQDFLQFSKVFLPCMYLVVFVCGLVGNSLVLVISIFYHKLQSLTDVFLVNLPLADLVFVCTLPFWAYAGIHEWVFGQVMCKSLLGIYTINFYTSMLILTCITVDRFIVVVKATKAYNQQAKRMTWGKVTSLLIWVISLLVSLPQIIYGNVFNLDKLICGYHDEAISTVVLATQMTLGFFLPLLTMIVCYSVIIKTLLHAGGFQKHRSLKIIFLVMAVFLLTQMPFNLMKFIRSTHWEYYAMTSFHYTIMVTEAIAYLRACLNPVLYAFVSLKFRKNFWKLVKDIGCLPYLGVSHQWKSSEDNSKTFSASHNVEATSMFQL
The depositor's hits bear a star; / = not tested or not shown.

cpd	canonical_smiles	UBC13 polyUb	Jurkat NFkB inh	697 NFkB inh	APJ antagonist
1	Cc1ccc(-c2nn(C)c(=O)c3ccccc23)cc1S(=O)(=O)NCCO	7	0	5	9
2	Nc1nnc(SCC(=O)Nc2cccc(Cl)c2)s1	-2	0	7	-4
3	COc1cc(OC)cc(-n2nnnc2SCC(=O)N2CCCC2)c1	11	-3	15	6
4	COc1ccc(S(=O)(=O)Nc2ccccc2OC)cc1NC(=O)c1cc2ccccc2oc1=O	-36	-43	-32	-3
5	O=S(=O)(c1ccccc1)n1ccc2cccnc21	-4	12	1	5
6	Cc1ccc(C)c(NC2CCCCC2NS(=O)(=O)c2ccccc2)c1 (stereo unspecified)	2	-3	-31	19
7	CN(C)c1ccc(NC(=S)NC(=O)/C=C/c2ccco2)cc1	-16	-4	-11	10
8	Cc1ccc(-c2nnc3c4ccccc4c(C)nn23)cc1S(=O)(=O)N1CCN(CCO)CC1	5	-14	-5	9
9	COc1ccccc1C(=O)NCCC(=O)N(C)CC(=O)Nc1ccc(C)cc1	2	4	18	16
10	Cn1c(=O)c2c(nc(Cl)n2Cc2ccc(Cl)c(Cl)c2)n(C)c1=O	3	14	-35	11
11	CCOc1ccc(S(=O)(=O)NCc2ccc3c(c2)OCO3)cc1C	-5	-5	9	6
12	COc1ccc(C2=NN(C(=O)c3cccnc3)C(c3ccccc3)C2)cc1 (stereo unspecified)	-8	-3	17	-8

cpd	EBI2 antag	Gli-Sufu antag	CXCR6 inh	CCR6 antag
1	-13	-3	4	-2
2	-27	-15	6	-1
3	5	3	-8	0
4	-7	-19	-7	11
5	4	-1	-10	-3
6	-6	-14	-2	19
7	3	-6	0	15
8	11	7	-5	10
9	-1	4	2	8
10	-1	4	2	-2
11	-4	-7	-7	10
12	-8	-2	11	18

Copied from above, nos. 1 to 12
cpd	canonical_smiles	UBC13 polyUb	Jurkat NFkB inh	697 NFkB inh	APJ antagonist
1	Cc1ccc(-c2nn(C)c(=O)c3ccccc23)cc1S(=O)(=O)NCCO	7	0	5	9
2	Nc1nnc(SCC(=O)Nc2cccc(Cl)c2)s1	-2	0	7	-4
3	COc1cc(OC)cc(-n2nnnc2SCC(=O)N2CCCC2)c1	11	-3	15	6
4	COc1ccc(S(=O)(=O)Nc2ccccc2OC)cc1NC(=O)c1cc2ccccc2oc1=O	-36	-43	-32	-3
5	O=S(=O)(c1ccccc1)n1ccc2cccnc21	-4	12	1	5
6	Cc1ccc(C)c(NC2CCCCC2NS(=O)(=O)c2ccccc2)c1 (stereo unspecified)	2	-3	-31	19
7	CN(C)c1ccc(NC(=S)NC(=O)/C=C/c2ccco2)cc1	-16	-4	-11	10
8	Cc1ccc(-c2nnc3c4ccccc4c(C)nn23)cc1S(=O)(=O)N1CCN(CCO)CC1	5	-14	-5	9
9	COc1ccccc1C(=O)NCCC(=O)N(C)CC(=O)Nc1ccc(C)cc1	2	4	18	16
10	Cn1c(=O)c2c(nc(Cl)n2Cc2ccc(Cl)c(Cl)c2)n(C)c1=O	3	14	-35	11
11	CCOc1ccc(S(=O)(=O)NCc2ccc3c(c2)OCO3)cc1C	-5	-5	9	6
12	COc1ccc(C2=NN(C(=O)c3cccnc3)C(c3ccccc3)C2)cc1 (stereo unspecified)	-8	-3	17	-8

cpd	EBI2 antag	Gli-Sufu antag	CXCR6 inh	CCR6 antag
1	-13	-3	4	-2
2	-27	-15	6	-1
3	5	3	-8	0
4	-7	-19	-7	11
5	4	-1	-10	-3
6	-6	-14	-2	19
7	3	-6	0	15
8	11	7	-5	10
9	-1	4	2	8
10	-1	4	2	-2
11	-4	-7	-7	10
12	-8	-2	11	18

Later entries
cpd	canonical_smiles	UBC13 polyUb	Jurkat NFkB inh	697 NFkB inh	APJ antagonist
13	O=C(CN(C(=O)c1csnn1)c1cccc(F)c1)NCc1ccc(F)cc1	1	-1	5	-5
14	Cc1ccc(CNC(=O)c2ccc3c(c2)NC(=O)CS3)cc1	-2	9	-16	-15
15	CCN(CCNC(=O)CCCn1nc(C)n2c(cc3sccc32)c1=O)c1ccccc1	-3	1	-2	0
16	C=CCn1c(=NC(=O)c2ccc(S(=O)(=O)N3CCCC3)cc2)sc2cc(NC(C)=O)ccc21	20	-8	7	-7
17	COc1ccc(NC(=O)CN(C)C(=O)c2cn(-c3ccccc3)nc2-c2cccs2)cc1	4	-10	-8	2
18	CCCn1c(NCc2ccc(N(C)C)cc2)nc2ccccc21	14	-8	-31	-75
19	C=CCn1c(=O)n(C(=O)OCC)c2cc(Br)ccc21	2	-8	4	-4
20	CC1CCN(C(=O)c2ccccc2SCC(=O)NCC2CCCCC2)CC1	-3	-7	-21	-2
21	CCOC(=O)[C@H]1[C@H]2COc3ccccc3[C@@H]2N2C(=O)c3cc(F)ccc3NC(=O)[C@@]12C	5	5	2	-8
22	Cc1ccc(S(=O)(=O)N2CCN(Cc3ccccc3)CC2)s1	-1	-10	3	11
23	Nc1c(-c2ccc(Cl)cc2)cnc2c(-c3ccc(F)cc3)cnn12	2	-173	-263	-16
24	Cn1c(CN2CCOCC2)c(C#N)c2ccccc21	-2	5	20	3

cpd	EBI2 antag	Gli-Sufu antag	CXCR6 inh	CCR6 antag
13	-2	9	-1	15
14	-5	-2	4	9
15	4	-15	7	9
16	-6	8	-1	15
17	-4	1	-6	13
18	-6	0	0	6
19	8	-5	-3	-16
20	-1	0	6	9
21	-4	5	10	3
22	-3	6	0	1
23	19	-98	3	-14
24	-9	0	4	1

cpd	canonical_smiles	UBC13 polyUb	Jurkat NFkB inh	697 NFkB inh	APJ antagonist
25	COC(=O)c1cc(NC(=O)N2c3ccccc3Sc3ccccc32)cc(C(=O)OC)c1	2	18	25	9
26	Cc1cc(NC(=O)COC(=O)CCCOc2ccc(Cl)cc2C)no1	-1	-1	1	-5
27	O=S(=O)(c1ccc(Cl)cc1)N1CCN(c2nc(-c3cccs3)nc3ccccc23)CC1	/	/	/	/
28	Cc1cc(C)n(-c2nc(N(C)C)nc(N3CCOCC3)n2)n1	-6	-5	5	-26
29	CN(CC(=O)Nc1ccccc1C(F)(F)F)C(=O)C1CCN(S(=O)(=O)c2ccc3c(c2)OCCO3)CC1	4	15	9	4
30	Cc1occc1C(=O)N/N=C/C=C\c1ccccc1[N+](=O)[O-]	-3	-19	-8	-23
31	COc1cccc(C2C3=C(CC(C)(C)CC3=O)Nc3n[nH]c(C)c32)c1 (stereo unspecified)	1	-6	-16	-17
32	Cc1ccc(NC(=O)CSc2nc3c([nH]c4ccccc43)c(=O)n2C)cc1	-11	4	9	13
33	COCC1CCCCN1C(=O)c1ccc2nc(Cc3ccc(OC)c(OC)c3)oc2c1 (stereo unspecified)	-2	-1	-20	-9
34	Cc1cccn2c(=O)c3cc(C(=O)NCCc4ccccc4)c(=N)n(CCCn4ccnc4)c3nc12	0	11	-11	1
35	CCN(C(=O)COc1cc(=O)n(C)c2ccccc12)c1cccc(Cl)c1	8	2	8	12
36	CC(=O)Nc1ccc(NC(=O)C(Cc2ccccc2)NC(=O)C2CCC(C)CC2)cc1 (stereo unspecified)	4	7	8	-3

cpd	EBI2 antag	Gli-Sufu antag	CXCR6 inh	CCR6 antag
25	12	12	6	15
26	-4	-8	3	-2
27	22	16	0	9
28	-2	-2	-7	-4
29	5	-3	-7	0
30	-5	4	5	0
31	-8	0	-4	-4
32	11	21	-9	-7
33	1	15	6	7
34	9	-4	16	20
35	-5	11	0	3
36	-10	0	-6	-6

cpd	canonical_smiles	UBC13 polyUb	Jurkat NFkB inh	697 NFkB inh	APJ antagonist
37	Cc1cc(OC(=O)c2cccc([N+](=O)[O-])c2)c(C)cc1CN1CCOCC1	-15	-31	-28	-15
38	Cc1ccc(/C=C2/C(=N)N3N=C(CC(=O)N4CCCC4)SC3=NC2=O)cc1	/	/	/	/
39	CCOc1ccc(CN(C)C(=O)c2cccnc2OCC)cc1OC	-5	9	-3	7
40	O=C(CSc1nc2ccccc2s1)Nc1ccc(Cl)c(C(=O)O)c1	-1	10	8	-15
41	O=C1CCCN1c1ccc(S(=O)(=O)N2CCN(c3ccccc3)CC2)cc1	2	17	13	-3
42	CC(=O)Nc1cccc(NC(=O)CSc2ncc(C(=O)Nc3ccc(F)cc3)c(=O)n2C)c1	51*	4	-3	1
43	CC(=O)Nc1ccc(NC(=O)c2ccc(NC(=O)c3ccccc3)cc2)cc1	-3	-2	20	8
44	O=C(Nc1ccc(F)c(Cl)c1)C1CC(=O)n2c(nc3ccccc32)N1 (stereo unspecified)	6	20	-20	-11
45	Cc1ccc(C(=O)O)cc1S(=O)(=O)N1CCOCC1	-7	-1	11	1
46	Cc1c(C(=O)N2CC[C@@H](N3CCC(O)CC3)[C@H](O)C2)[nH]c2ccc(Cl)cc12	2	2	0	-1
47	CCNc1nnc(-c2ccncc2)s1	9	-6	11	-14
48	CC(=O)c1ccc(NC(=S)Nc2ccc(N3CCOCC3)cc2)cc1	-17	-23	-12	25

cpd	EBI2 antag	Gli-Sufu antag	CXCR6 inh	CCR6 antag
37	4	-10	-6	6
38	-4	-2	-2	14
39	-2	6	-7	1
40	1	-6	-6	-9
41	0	6	5	4
42	13	3	1	15
43	-6	22	10	0
44	-1	-1	-11	8
45	-7	1	-1	-3
46	5	-17	-4	-4
47	-6	3	1	2
48	-9	0	1	7

cpd	canonical_smiles	UBC13 polyUb	Jurkat NFkB inh	697 NFkB inh	APJ antagonist
49	N#Cc1c(/N=C/c2cccs2)sc2c1CCC2	2	-31	-138	7
50	NS(=O)(=O)c1cccc(NC(=O)COC(=O)Cc2ccc(S(=O)(=O)N3CCOCC3)s2)c1	/	/	/	/
51	O=C(COC(=O)C1CCN(c2ccc(C(F)(F)F)cn2)CC1)c1cccc(Br)c1	-3	4	15	-50
52	Cn1cnc2cc(NCc3ccc(Cl)cc3)ccc21	4	-75	-94	-12
53	Cc1cccc(C(=O)NNC(=O)c2c(O)c3ccccc3n(C)c2=O)c1	-4	-18	2	4
54	CC(C)C(=O)c1cc2c(cc1NC(=O)Nc1cccc3ccccc13)OCCO2	5	10	28	-7
55	COc1ccc(C(=O)CN2CCN(c3ncccn3)CC2)cc1	2	-10	15	7
56	COc1ccc(/C=C2\SC(=S)N(Cc3cccnc3)C2=O)cc1C	-16	-15	-25	-38
57	O=C(Nc1ccc2c(c1)nc1n2CCOC1)c1ccccc1	2	-44	-52	-20
58	Cc1ccc(Nc2nc(Oc3ccc(=O)[nH]n3)nc(N(C)C)n2)cc1	2	11	25	9
59	O=C(NCC(=O)N(c1ccc2c(c1)OCO2)C(C(=O)NC1CCCC1)c1cccs1)c1ccco1 (stereo unspecified)	2	9	12	12
60	O=C(NCC(c1ccco1)N1CCc2ccccc21)c1ccccc1Br (stereo unspecified)	6	0	17	-48

cpd	EBI2 antag	Gli-Sufu antag	CXCR6 inh	CCR6 antag
49	6	-2	6	25
50	1	0	-1	7
51	-10	-2	3	19
52	3	-59	-11	-2
53	-4	-4	-7	-14
54	/	/	/	/
55	-6	-4	-6	7
56	13	9	4	3
57	-11	-69	4	-13
58	0	9	-13	26
59	-6	-2	-2	-2
60	12	-2	7	16

cpd	canonical_smiles	UBC13 polyUb	Jurkat NFkB inh	697 NFkB inh	APJ antagonist
61	CCOc1ccc(NC(=O)CN2C(=O)NC3(CCCCCC3)C2=O)cc1	-1	0	-10	4
62	CSc1ccc(CNc2ccccn2)cc1	-3	-33	-23	10
63	COc1ccc2c(c1)C(c1ccccc1)=NNC(c1ccco1)=N2	5	11	-2	0
64	N=C1CCCN1CC(=O)c1ccc(Cl)cc1	-7	-41	-33	2
65	CCCCOc1ccc(C(=O)NCC(=O)N2CC(C)OC(C)C2)cc1 (stereo unspecified)	4	-13	11	10
66	Cc1ccc(O)c(C(=O)c2cc(C(=O)NCCc3ccccc3)c(=O)n(CCc3ccccc3)c2)c1	-10	-4	4	-26
67	COc1cccc(C(=O)Nc2ccc(NC(=O)C3CCCCC3)nc2)c1	3	-7	-6	-8

cpd	EBI2 antag	Gli-Sufu antag	CXCR6 inh	CCR6 antag
61	7	-1	2	-1
62	-11	-55	-7	-6
63	-14	-4	4	29
64	-21	-14	-4	1
65	-8	0	-3	-1
66	14	6	2	-11
67	-2	-27	-17	-18
